# Yeast superoxide = caloric restriction mimetics inhibiting age-related superoxide in yeast; S. cerevisiae aged cells, superoxide DHE fluorescence; hits give low values; hit rate 0.18% among 330,000; superoxide response (% of plate mean), % at 10 µM;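 active means superoxide response under a set limit, about three screen SD below normal, cut at about 65% in these data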;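 further: yeast aged for seven days with compound at 30 °C before DHE staining; 100% = average MFI of all compound-treated wells on the plate with controls excluded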
# MEP2-GFP yeast = yeast TOR pathway MEP2-GFP modulation; AID 2016; S. cerevisiae MEP2-GFP strain, flow cytometry GFP, 3 h; 100% = DMSO control level; hit rate 0.51% among 330,000; GFP response vs DMSO, % at 10 µM;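 active means GFP response versus DMSO above a set limit, roughly screen mean plus 3 SD, cut at about 180% in these data; inconclusive means fewer than 70 cells counted for a yeast strain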;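 further: median GFP fluorescence of the barcode-gated MEP2-GFP cells per well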
# LAP4 TOR yeast = modulators of TOR pathway LAP4-GFP in S. cerevisiae; S. cerevisiae LAP4-GFP multiplex, flow cytometry GFP, 3 h; median GFP as percent of DMSO wells; GFP response vs DMSO, % at 10 µM; hit rate 0.34% among 320,000; AID 2023;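 active means GFP response vs DMSO above a set limit, about the screen mean plus 3 SD, cut at about 150% in these data; inconclusive means under 70 cell events counted for the yeast strain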
# AHR activator = activates the human aryl hydrocarbon receptor; activation, % at 5 µM; hit rate 2.5% among 320,000; P35869; AHR-responsive luciferase reporter cells, luminescence; AID 2796; in the data active means activation above about 47%;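 further: 0% = vehicle wells and 100% = reference agonist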
# RPL19A TOR yeast = modulators of TOR pathway RPL19A-GFP in S. cerevisiae. S. cerevisiae RPL19A-GFP strain, flow cytometry, 3 h; hits give low values. percent response vs DMSO, % at 10 µM. hit rate 0.3% among 330,000. AID 2025;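 active means percent response vs DMSO below 50%; inconclusive means fewer than 70 events counted for the yeast strain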;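 further: median channel GFP fluorescence of the barcoded RPL19A-GFP strain; ratio of sample median GFP to plate DMSO average so 100% = DMSO; lower means less RPL19A-GFP as with rapamycin TOR inhibition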
# procasp7 counter = activates human procaspase-7, counter-screen for procaspase-3 activators. P55210. recombinant procaspase-7, Ac-DEVD-pNA absorbance 405 nm; D23A/D198A/D206A triple mutant, cannot self-cleave; scale: DMSO 0, 5 µM enzyme 100. activation, % at 8.5 µM. hit rate 0.093% among 330,000. AID 463210;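 active means percent activation above the screen-wide mean plus 3 SD, cut at about 25% in these data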
# Target sequence (P55210 whole entry D23A/D198A/D206A): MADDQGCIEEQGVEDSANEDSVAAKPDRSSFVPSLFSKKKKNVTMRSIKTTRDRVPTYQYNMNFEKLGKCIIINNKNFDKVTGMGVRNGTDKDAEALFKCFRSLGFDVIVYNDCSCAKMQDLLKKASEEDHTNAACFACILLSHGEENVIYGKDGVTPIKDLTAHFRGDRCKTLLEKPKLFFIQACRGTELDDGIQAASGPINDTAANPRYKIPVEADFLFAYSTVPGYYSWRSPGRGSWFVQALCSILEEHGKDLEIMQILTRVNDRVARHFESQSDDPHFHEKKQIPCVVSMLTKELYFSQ
#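 signal = Epi-absorbance of released pNA at 405 nm, two timepoints | assay system = Uncleavable procaspase-7 mutant enzyme | reagent = Ac-DEVD-pNA substrate, 400 µM as added | times = 1 h enzyme–compound preincubation and 2 h substrate reaction, both 25 °C | benchmarks = low DMSO alone, high DMSO plus 5 µM PC-7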
# proCasp3 act = procaspase-3 (human) activation. recombinant procaspase-3 D3A, Ac-DEVD-pNA absorbance 405 nm. activation, % at 8.5 µM. hit rate 0.11% among 330,000. AID 463141;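 active means activation above the mean of all tested compounds plus 3 SD, cut at about 21% in these data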;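 further: 0% = DMSO alone and 100% = DMSO wells spiked with extra 5 µM PC-3 D3A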
# Target sequence (P42574 whole entry D9A/D28A/D175A): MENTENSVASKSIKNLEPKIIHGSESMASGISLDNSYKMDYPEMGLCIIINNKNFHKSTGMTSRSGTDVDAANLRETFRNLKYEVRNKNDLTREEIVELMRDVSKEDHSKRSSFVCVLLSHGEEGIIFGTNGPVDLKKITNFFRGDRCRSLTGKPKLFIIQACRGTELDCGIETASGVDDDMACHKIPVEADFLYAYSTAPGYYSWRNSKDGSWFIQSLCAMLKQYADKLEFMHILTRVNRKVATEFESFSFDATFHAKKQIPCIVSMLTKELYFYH
#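 material = Procaspase-3 D3A mutant | probe or stimulus = Ac-DEVD-pNA | compound = single dose, 8.5 µM nominal compound, 0.8% DMSO | timing = 1 h preincubation, 2 h reaction | measured by = 405 nm absorbance of p-nitroaniline, reads at 0 and 120 min | benchmarks = DMSO-only low control, 5 µM PC-3 D3A high control | repeats = singlicate, each compound tested once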
# GASC-1 inh = human JMJD2C demethylase inhibition; Q9H3R0; GST-JMJD2C(1-420) H3K9me3 demethylation, DELFIA europium; inhibition, % at 2.35 µM; hit rate 0.069% among 330,000; AID 2099;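 active means more than half of a compound's replicate wells show inhibition beyond 50%, single wells judged on their own value; inconclusive means some, but no more than half, of replicates pass 50% inhibition; inactive means no replicate passes 50% inhibition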;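 further: signal counts dimethyl H3K9 product captured on neutravidin plate; 0% = median of DMSO wells and 100% = 0.3 times that DMSO median; strong numbers were not always called active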
# Target sequence (Q9H3R0 1-420 limits assumed): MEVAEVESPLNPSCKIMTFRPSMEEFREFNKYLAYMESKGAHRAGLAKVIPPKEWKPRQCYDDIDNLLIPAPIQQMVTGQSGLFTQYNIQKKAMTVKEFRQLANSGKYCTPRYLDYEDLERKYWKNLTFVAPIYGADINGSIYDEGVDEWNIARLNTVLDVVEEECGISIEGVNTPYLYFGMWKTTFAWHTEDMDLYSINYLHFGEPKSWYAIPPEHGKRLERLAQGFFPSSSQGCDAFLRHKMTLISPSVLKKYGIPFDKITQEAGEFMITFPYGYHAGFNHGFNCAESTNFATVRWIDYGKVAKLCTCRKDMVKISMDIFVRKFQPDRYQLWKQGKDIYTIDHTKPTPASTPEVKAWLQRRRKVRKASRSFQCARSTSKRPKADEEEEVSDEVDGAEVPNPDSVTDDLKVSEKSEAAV
# * marks the source's active call; other numbers are inactive results; ? = inconclusive; nt = no result given; [ ] = another dose, or the depositor's remark.
SMILES,Yeast superoxide,MEP2-GFP yeast,LAP4 TOR yeast,AHR activator,RPL19A TOR yeast,procasp7 counter,proCasp3 act,GASC-1 inh
Cc1onc(-c2c(Cl)cccc2Cl)c1C(=O)NCc1ccccn1,102,110,110,-1,104,6,2,-3
Cc1cccc(Nc2nc(N)nc(CN3CCN(Cc4ccc5c(c4)OCO5)CC3)n2)c1,91,98,99,4,102,10,12,0
O=C(CCCn1c(=O)[nH]c2cc(Cl)ccc2c1=O)NCCCN1CCN(c2ccc(F)cc2)CC1,108,95,101,1,95,3,5,-1
CC1=N/C(=C\c2ccc(OC(C)C)cc2)C(=O)N1c1ccc(C(=O)O)cc1,120,103,93,0,103,5,3,15
O=C(CSCc1ccccc1Br)NNC(=S)NCc1ccco1,107,102,92,-1,104,-12,-4,12
CCn1c(O)c(/C=C2\C=Nc3ccccc32)sc1=O,88,101,103,76*,106,-9,-11,1
CSCCC(NC(=O)c1cccc([N+](=O)[O-])c1)c1nc2ccccc2[nH]1 (centres undefined),106,113,103,10,100,1,12,0
OCCC1CN(Cc2cccn2-c2nccs2)CCN1Cc1ccc(F)c(F)c1 (centres undefined),102,103,99,-1,103,-6,6,-3
COc1cccc(NC(=O)Nc2ccc3c(c2)OCO3)c1,83,91,97,110*,95,-12,-8,-6
CCN(CC)CCN(C(=O)c1cccc(N2C(=O)CCC2=O)c1)c1nc2cc3c(cc2s1)OCO3,80,100,108,9,95,0,4,0
CCC(=O)Nc1nonc1-c1nc2ccccc2n1N(C(=O)CC)C(=O)CC,91,97,90,13,96,1,-4,11
Cc1ccc(CNC(=O)C2CCCN2S(=O)(=O)c2ccc(F)cc2)cc1 (centres undefined),112,102,89,4,112,-1,-3,-3
CCOc1ccc(-n2c(N)c(-c3nc4ccccc4[nH]3)sc2=S)cc1,114,108,95,72*,96,-11,-7,-7
CC(=O)Nc1sc2c(c1C(c1cccs1)N1CCOCC1)CCCC2 (centres undefined),102,92,?,-2,107,-3,4,1
COc1ccccc1-c1c(C)nn2c(N3CCCCCC3)cc(C)nc12,99,100,98,1,95,-9,3,7
Cc1ccc(Cn2c(=O)c3ccccc3n3nc(C)cc23)cc1,100,92,89,2,94,-5,8,-2
COC(=O)c1ccc(Nc2nc(-c3ccncc3)nc3ccccc23)cc1,94,125,nt,14,86,-4,-3,-1
COc1ccc(CN2CCN(C(=O)c3cccc4ccccc34)CC2)cc1Br,102,113,90,10,103,-8,-2,6
Cc1ccc(-c2c(C(=O)N/N=C/c3ccc4c(c3)OCO4)nnn2-c2nonc2N)cc1,82,108,115,3,106,5,10,8
CCN(CC(=O)Nc1ccc(NC(C)=O)cc1)C(=O)c1ccc2ccccc2c1,94,99,101,1,100,9,-9,-15
O=C(CN1c2cccc3cccc(c23)S1(=O)=O)NCc1ccc2c(c1)OCO2,98,102,96,0,99,10,1,-1
CC(C)OCc1c(C(=O)Nc2nccs2)oc2ccccc12,111,101,99,57*,99,5,0,-16
O=C(Nc1cccc(S(=O)(=O)NC2=NCCC2)c1)c1cn(-c2ccccc2)nc1-c1ccc(F)cc1,96,99,102,13,101,6,6,-7
O=C(C[C@H]1C(=O)N(c2ccc(F)c(F)c2)C[C@@H]1Cc1ccccc1)Nc1ccccc1,88,88,119,6,92,-5,2,7
CCCCCCCCCCS(=O)(=O)N/N=C/c1ccccc1OC,102,104,99,3,107,6,-3,9
# Further compounds follow.
SMILES,Yeast superoxide,MEP2-GFP yeast,LAP4 TOR yeast,AHR activator,RPL19A TOR yeast,procasp7 counter,proCasp3 act,GASC-1 inh
CC1=C(C(=O)OCC(C)C)C(c2ccccc2Cl)NC(=O)N1C (centres undefined),99,105,108,0,102,-5,8,9
Cc1c(C(=O)N2CCN(Cc3cccs3)CC2)oc2ccccc12,117,95,101,5,99,4,2,-9
COc1ccccc1N(C)S(=O)(=O)c1ccc(C(=O)OC(C)C(=O)NCc2ccc3c(c2)OCO3)cc1 (centres undefined),107,94,114,0,100,8,-4,-9
C/C(=N/NC(=O)c1ccc(-c2ccccc2)cc1)c1cc(O)cc(O)c1,98,99,77,nt,105,nt,nt,9
Cc1noc2ncnc(Sc3ccc(Cl)cc3)c12,102,95,166*,2,87,1,-12,-5
COc1ccc(Nc2ccccc2)c(C)c1,84,107,109,2,98,3,3,5
COCCCNC(=O)c1c(NC(=O)C2COc3ccccc3O2)sc2c1CCCC2 (centres undefined),94,86,nt,5,92,3,1,10
O=C1Nc2ccccc2C1=Nc1ccc(Cl)cc1,100,102,86,nt,101,nt,nt,0
O=C(C1CCN(C2CC(=O)N(c3cccc(Cl)c3)C2=O)CC1)N1CCCC1 (centres undefined),91,90,89,3,90,-40,-17,nt
COc1ccc(N2CCN(C(=O)c3ccc(SC)cc3OC)CC2)cc1,94,109,108,2,110,-5,0,1
Nn1c(SCc2cccc(Cl)c2)nnc1-c1ccncc1,111,101,109,2,106,1,-4,4
COC(=O)c1ccc(N2C(=O)CC(N3CCC(O)(c4ccc(Br)cc4)CC3)C2=O)cc1 (centres undefined),104,106,96,0,94,-11,-24,-3
O=C(CCCOc1ccc(Cl)cc1Cl)N/N=C/c1ccccc1,96,101,105,11,100,-6,3,8
Cc1nc2ccccc2c2c1CC(C(C)(Cl)Br)O2 (centres undefined),93,100,103,-3,98,5,4,-3
COc1ccc(C(=O)/C=C/NCc2ccc(F)cc2)cc1OC,106,99,105,1,101,7,-6,-4
Cn1c(=O)n(CC(=O)Nc2ccc(F)cc2)c2ccccc21,97,102,103,-4,99,-4,6,0
O=C(O)Cc1sc(Nc2ccccc2)nc1-c1cccs1,103,97,126,20,99,-26,-11,-8
CC1CCc2nc(/C(C#N)=C/c3ccncc3)sc2C1 (centres undefined),113,103,114,10,103,-2,-9,9
CCCCn1c(=O)c(CCC(=O)O)nc2ccccc21,85,98,102,-2,95,-1,-3,-5
CCn1c(=NC(=O)COc2ccccc2)sc2cccc(F)c21,111,101,110,8,94,2,2,-2
Cn1cc(CN2CCC(CO)(CCCc3ccccc3)CC2)c(-c2ccccc2)n1,94,107,109,6,100,1,-1,-119
CCNC(=S)N1CCN(S(=O)(=O)c2ccc(C)cc2)CC1,115,102,102,0,99,5,5,1
O=C(CCNC(=O)c1ccccc1)Oc1ccc([N+](=O)[O-])cc1,104,105,92,0,112,9,1,16
Cc1ccc(S(=O)(=O)NCC(=O)OC2CCOC2=O)cc1 (centres undefined),98,94,89,2,90,8,12,-6
COc1ccc(/C(N)=N/OC(=O)Cc2ccc(C)cc2)cc1,104,100,96,1,103,6,3,-7

# Part of the list above, tab-delimited:
smiles	Yeast superoxide	MEP2-GFP yeast	LAP4 TOR yeast	AHR activator	RPL19A TOR yeast	procasp7 counter	proCasp3 act	GASC-1 inh
COc1ccc(/C(N)=N/OC(=O)Cc2ccc(C)cc2)cc1	104	100	96	1	103	6	3	-7
COc1ccc(C(=O)/C=C/NCc2ccc(F)cc2)cc1OC	106	99	105	1	101	7	-6	-4

# Carrying on:
SMILES,Yeast superoxide,MEP2-GFP yeast,LAP4 TOR yeast,AHR activator,RPL19A TOR yeast,procasp7 counter,proCasp3 act,GASC-1 inh
CCc1nc2c(c(=O)c3ccccc3n2C)c(=O)n1C1CCCCCC1,75,89,89,15,101,3,1,-28
Cc1nc2cc(C(=O)N3CCN(C)CC3)ccc2n1C,99,100,95,nt,98,nt,nt,9
CCCCN(C)CC(O)Cn1cc(/C=C/C(=O)c2cccs2)c2ccccc21 (centres undefined),100,116,107,4,104,-12,-16,1
O=C(CN(C(=O)c1csnn1)c1ccc(F)c(Cl)c1)NCc1ccc(F)cc1,106,93,83,-1,93,-21,2,3
COc1ccc(/C(O)=C2\C(=O)C(=O)N(CCN(C)C)C2c2cccc(OC)c2OC)cc1Cl (centres undefined),108,112,99,3,100,2,-10,4
O=C(NC(=S)N1CCN(c2ccc([N+](=O)[O-])cc2Cl)CC1)c1ccco1,96,96,97,1,101,-8,-2,3
N#CC1=C(N)SC(N)=C(C#N)C1c1ccc(C(F)(F)F)cc1,106,103,109,36,98,-40,-25,-14
CN1CCC(N(C)CC(=O)Nc2ccccc2N2CCOCC2)CC1,94,120,97,1,87,2,-13,18
COc1ccc(NC(=O)CN2C(=O)NC(C)(c3ccccc3)C2=O)c(OC)c1 (centres undefined),91,107,95,0,102,4,-6,-5
CCOC(=O)c1cnc2c(C)cccc2c1NCc1ccco1,104,103,97,0,98,-1,-1,3
O=C(C1CCN(CC2CCCCC2)CC1)N1CCCC1,103,100,101,0,97,3,0,-3
Cc1ccn2c(=O)nc(SCc3cccc(C(F)(F)F)c3)nc2c1,107,107,107,2,98,13,-1,-4
Nc1[nH]c(=O)ncc1F,75,89[may fluoresce red],261*[may fluoresce red],-1,?,1,2,-2
COCCNS(=O)(=O)c1cc(Br)ccc1OC,90,103,108,-1,106,9,-3,0
COC(=O)CC(NC(=O)Nc1ccccc1F)c1ccc2c(c1)OCO2 (centres undefined),93,109,105,0,105,7,5,-8
Fc1ccccc1-c1nc(-c2ccc(-c3nn[nH]n3)cc2)no1,146,96,107,12,94,-8,-4,nt
CCc1cccc(Nc2cc(C)nc3ncnn23)c1,105,106,100,12,101,6,1,0
CCOC(=O)c1ccc(NC(=S)N2CCN(CCNC3=CC(=O)CC(C)(C)C3)CC2)cc1,86,99,101,-3,98,-1,-10,2
O=[N+]([O-])c1cc([N+](=O)[O-])c2cc3ccccc3nc2c1,103,105,189*,3,101,-3,0,2
CC(C)NC(=O)CC(=O)N/N=C/c1c(F)cccc1Cl,86,104,110,6,102,5,1,4
CC(C)c1ccc(/C=C/C(=O)N2CCOCC2)cc1,110,101,102,nt,102,nt,nt,0
COc1ccc(-c2nc(SC(C)C(=O)NCC3CCCO3)n[nH]2)cc1 (centres undefined),101,96,121,-1,99,8,8,-4
CCCCCCCC(=O)Nc1ccc(S(=O)(=O)Nc2nccs2)cc1,101,126,95,-2,97,-1,-5,2
O=C1c2cccnc2C(=O)N1Cc1ccccc1,103,105,96,-2,104,6,4,0
CCSc1nnc(NC(=O)C2CCN(S(=O)(=O)c3c(C)c(C)cc(C)c3C)CC2)s1,86,108,101,-2,105,6,-6,-9
# Continuation:
SMILES,Yeast superoxide,MEP2-GFP yeast,LAP4 TOR yeast,AHR activator,RPL19A TOR yeast,procasp7 counter,proCasp3 act,GASC-1 inh
CSc1nnc(-c2ccccc2N=Cc2c(C)[nH]n(-c3ccccc3)c2=O)c(=O)[nH]1,139,104,101,12,102,-11,-14,-16
NC(=O)c1ccc(Oc2ccc(-c3nnco3)cc2)c([N+](=O)[O-])c1,95,100,95,3,103,9,2,-26
Cc1ccc(P(=Nc2ccccc2)(N2CCOCC2)N2CCOCC2)o1,88,107,101,2,100,15,1,3
O=C(CC(c1ccccc1)c1ccccc1)OCn1nnc2ccccc2c1=O,101,103,108,-3,100,0,-1,17
CC1CN(S(=O)(=O)c2cccc(C(=O)NNC(=O)C(C)Oc3ccccc3F)c2)CC(C)O1 (centres undefined),96,101,104,1,97,0,8,?
COc1ccc(OC)c(/C=N/NC(=O)CSc2cc(C)nc3c(OC)cccc23)c1,98,100,96,32,98,13,0,-11
